Compound activity from PubChem.
Peg3 prom inh – inhibitors of Peg3 promoter; HeLa PEG-Prom luciferase reporter, luminescence, overnight; actives 1.7% (n = 360,000); inhibition, % at 20 µM; AID 588405;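 active = inhibition of at least 50% at 20 µM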
KKLEB cytotox – counter-screen for CF NF-kB inhibitors: cytotoxicity; KKLEB CF airway cells viability, ATPlite luminescence, overnight; hits give low values; cells stimulated with P. aeruginosa culture filtrate; AID 602141; actives 0.36% (n = 360,000); activity change (cytotoxicity), % at 5 µM;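 active = corrected activity change at or below -50% at 5 µM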
Shn3 3UTR inh – inhibitors of Schnurri-3 3'UTR reporter in osteoblasts; inhibition, % at 12.5 µM; Clone20 osteoblast Shn3 3'UTR firefly luciferase, 24 h; actives 0.52% (n = 360,000); AID 588674;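 active = mean inhibition of at least 75% with every replicate also reaching 75%; inconclusive = mean inhibition at least 75% but some replicate below; inactive = mean inhibition below 75%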;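 note: 0% = median of neutral control wells and 100% = pilot-screen positive control compound; some compounds past the cut are filed as inactive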
TRPM1 prom inh – inhibitors of MITF-driven TRPM1 promoter in melanoma cells | SK-MEL-5 TRPM1 promoter luciferase, 24 h | inhibition, % at 12.5 µM | actives 0.83% (n = 330,000) | AID 488899;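 active = mean inhibition across replicates of 60% or more, whatever share of single replicates reaches that level; inconclusive = some that reach 60%, reason not given; inactive = mean inhibition across replicates below 60%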; note: values of inactives mirror those of a sister screen read the other way
NR2E3 ag-1 – agonists of human nuclear receptor NR2E3. AID 2300. actives 0.12% (n = 320,000). inhibition of corepressor binding, % at 4.78 µM. GST-NR2E3/biotin-RetCOR TR-FRET, 1536-well;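 active = percent inhibition above the cutoff of mean plus 3 SD of all tested compounds, set per screening campaign, cut at about 20% in these data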;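 note: 0% = DMSO wells and 100% = biotin wells as full block of FRET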
Target sequence (Q9Y5X4 whole entry, looked up): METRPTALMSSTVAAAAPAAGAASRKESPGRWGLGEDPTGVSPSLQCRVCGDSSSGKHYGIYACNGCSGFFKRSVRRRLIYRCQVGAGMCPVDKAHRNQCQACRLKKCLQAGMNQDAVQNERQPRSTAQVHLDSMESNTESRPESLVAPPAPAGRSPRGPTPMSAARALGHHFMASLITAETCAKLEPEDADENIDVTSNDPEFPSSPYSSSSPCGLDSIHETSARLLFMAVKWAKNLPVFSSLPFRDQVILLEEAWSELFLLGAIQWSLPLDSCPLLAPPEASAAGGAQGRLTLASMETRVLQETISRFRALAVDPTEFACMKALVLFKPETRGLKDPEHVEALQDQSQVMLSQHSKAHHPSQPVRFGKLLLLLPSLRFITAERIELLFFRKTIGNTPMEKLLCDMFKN
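Assay system: NR2E3–RetCOR corepressor complex. Quantity: 1.35 nM GST-NR2E3. Buffer or medium: pH 7.5 Tris-based buffer. Reagent: biotinylated RetCOR corepressor at 7 nM final. Schedule: 5 h at 4 °C. Detection: TR-FRET, emission read at 617 and 671 nm. Replicates: one well per compound, singlicate testing.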
Vif inh – blocks HIV Vif function; HEK293T cells, Vif self-association by quenched fluorescence, imaging, 24 h; inhibition, % at 7.49 µM; actives 0.35% (n = 340,000); in the data active = inhibition above about 50%, passing the limit was not always enough; inconclusive = no clear call, values can overlap the other calls; inactive = below about 31%; note: some results filed as inactive read as strong as hits
CF NFkB inh – inhibitors of cystic fibrosis induced NF-kB; KKLEB NF-kB-GFP reporter, PAF-induced, GFP fluorescence overnight; inhibition, % at 5 µM; actives 0.86% (n = 360,000); AID 588850;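 active = at least 50% inhibition at 5 µM, scaled per plate between neutral and stimulator controls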;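 note: PAF is a Pseudomonas aeruginosa culture filtrate used as stimulus; plate controls were PAF-stimulated DMSO wells for no effect and unstimulated DMSO wells for full effect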
PDI inh – PDI (human) enzyme inhibition. actives 0.052% (n = 350,000). inhibition, % at 10 µM. P07237. PDI insulin aggregation turbidity, A650, 90 min;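 active = mean inhibition across replicates of 30% or more, whatever share of single replicates reach that level; inconclusive = mean inhibition below 30% while every single replicate reaches 30%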;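 note: absorbance from insulin aggregation driven by PDI reduction with DTT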
Target sequence (P07237 whole entry, looked up): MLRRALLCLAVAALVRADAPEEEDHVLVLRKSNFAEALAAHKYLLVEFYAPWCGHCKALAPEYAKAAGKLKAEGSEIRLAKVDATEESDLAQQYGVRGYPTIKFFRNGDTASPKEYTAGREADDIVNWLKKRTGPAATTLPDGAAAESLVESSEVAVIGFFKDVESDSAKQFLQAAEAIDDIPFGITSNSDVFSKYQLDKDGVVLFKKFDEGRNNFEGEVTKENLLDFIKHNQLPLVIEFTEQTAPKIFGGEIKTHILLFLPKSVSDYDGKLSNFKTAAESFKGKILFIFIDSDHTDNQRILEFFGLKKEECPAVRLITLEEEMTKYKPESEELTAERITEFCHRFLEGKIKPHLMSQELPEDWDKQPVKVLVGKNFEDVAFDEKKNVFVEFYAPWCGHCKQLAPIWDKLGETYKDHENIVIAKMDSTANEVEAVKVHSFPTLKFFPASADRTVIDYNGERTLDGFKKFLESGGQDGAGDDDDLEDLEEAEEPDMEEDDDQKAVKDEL
HIF-2a inh – HIF-2a inhibition. 786-0 RCC cells HIF-2a reporter, luciferase luminescence, overnight. inhibition, % at 18.8 µM. actives 0.72% (n = 360,000);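 active = inhibition of the luminescence signal of 40% or more relative to plate controls, in a single-dose primary screen at 18.75 µM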
NR2E3 ag-2 – agonists of human NR2E3 nuclear receptor | Q9Y5X4 | actives 0.35% (n = 360,000) | AID 602229 | inhibition of corepressor binding, % at 3.98 µM | CHO-S Gal4-NCOR/VP16-NR2E3 two-hybrid, luciferase;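 active = inhibition above the mean of all tested compounds plus 3 SD, cut at about 70% in these data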;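 note: 0% = DMSO with NR2E3 transfected cells and 100% = cells lacking NR2E3 construct; higher means lower luciferase signal from less NR2E3 corepressor binding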
CaV13 FRET inh – Disruptors of the CACNA1D IQ motif to Ca2+-dependent inactivation inhibitor domain association, primary screening, Förster resonance energy transfer in intact living …. AID 743397. HEK cells, CFP/YFP FRET ICDI-IQ, plate reader, 10 min; percent FRET-ratio fall versus neutral wells. inhibition, % at 12.3 µM. actives 0.098% (n = 340,000);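 active = mean replicate inhibition of at least 30% and at least 1% of replicates passing that level; inconclusive = only one of the two criteria is met; inactive = neither criterion is met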;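 note: 0% = median of the neutral control wells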
An asterisk follows results filed as active.

How did CC(=O)NC1CC2CCCC(C1)N2CC(=O)N1CCCc2ccccc21 (stereo not drawn) do in these assays?
Peg3 prom inh: 0; KKLEB cytotox: 8; Shn3 3UTR inh: 12; TRPM1 prom inh: 6; NR2E3 ag-1: -1; Vif inh: 28; CF NFkB inh: -13; PDI inh: -6; HIF-2a inh: 9; NR2E3 ag-2: -13; CaV13 FRET inh: -8

How did C[C@@H]1CN([C@@H](C)CO)C(=O)c2cccc(NS(C)(=O)=O)c2O[C@H]1CN(C)Cc1ccc(Oc2ccccc2)cc1 do in these assays?
Peg3 prom inh: 11; KKLEB cytotox: 21; Shn3 3UTR inh: -3; TRPM1 prom inh: -4; Vif inh: -5; CF NFkB inh: 4; PDI inh: inconclusive; HIF-2a inh: 8; NR2E3 ag-2: -19; CaV13 FRET inh: -5

How did CN1CCC(Oc2ccccc2Sc2ccccc2)CC1 do in these assays?
Peg3 prom inh: 24; KKLEB cytotox: -8; Shn3 3UTR inh: -9; TRPM1 prom inh: 8; NR2E3 ag-1: 0; Vif inh: -1; CF NFkB inh: 17; PDI inh: 0; HIF-2a inh: 16; NR2E3 ag-2: 8; CaV13 FRET inh: -6

How did CC[C@]12c3[nH]c4ccc(Cl)cc4c3CCN1C(=O)[C@@H](CC(=O)NCc1ccco1)C[C@@H]2C(=O)N1CCN(C(=O)C2CC2)CC1 do in these assays?
Peg3 prom inh: 11; KKLEB cytotox: 3; Shn3 3UTR inh: -5; TRPM1 prom inh: -6; CF NFkB inh: -16; PDI inh: 6; HIF-2a inh: 7; NR2E3 ag-2: -26; CaV13 FRET inh: -7

What do the screens show for `COc1ccc(NC(=S)N(Cc2ccccn2)Cc2ccccc2Cl)cc1`?
Peg3 prom inh: 4; KKLEB cytotox: 6; Shn3 3UTR inh: 3; TRPM1 prom inh: 9; NR2E3 ag-1: 1; Vif inh: 10; CF NFkB inh: -24; PDI inh: -2; HIF-2a inh: 6; NR2E3 ag-2: -12; CaV13 FRET inh: -5

How did Cc1ccc(/C=C2\SC(=S)N(CCC(=O)NNC(=O)c3ccccc3O)C2=O)cc1 do in these assays?
Peg3 prom inh: 24; KKLEB cytotox: -20; Shn3 3UTR inh: 10; TRPM1 prom inh: 24; NR2E3 ag-1: 3; Vif inh: -10; CF NFkB inh: -2; PDI inh: -62; HIF-2a inh: 35; NR2E3 ag-2: -16; CaV13 FRET inh: -4

Results for CN1CCN(NC(=O)c2ccc(Cl)c([N+](=O)[O-])c2)CC1 ?
Peg3 prom inh: -1; KKLEB cytotox: 7; Shn3 3UTR inh: -39; TRPM1 prom inh: 10; NR2E3 ag-1: 3; Vif inh: 19; CF NFkB inh: -7; PDI inh: 2; HIF-2a inh: 0; NR2E3 ag-2: -23; CaV13 FRET inh: 0

What do the screens show for `CCOC(=O)N1CCN(C(=O)COc2ccc3c(c2)C(=O)CC(C)(C)O3)CC1`?
Peg3 prom inh: 6; KKLEB cytotox: -3; Shn3 3UTR inh: 4; TRPM1 prom inh: -5; NR2E3 ag-1: -2; Vif inh: -4; CF NFkB inh: 8; PDI inh: -9; HIF-2a inh: 0; NR2E3 ag-2: -4; CaV13 FRET inh: -15

What do the screens show for `O=C(COc1cccc2c1CCN(Cc1ccc(Br)cc1)C2=O)N1CCOCC1`?
Peg3 prom inh: 8; KKLEB cytotox: -5; Shn3 3UTR inh: 4; TRPM1 prom inh: 9; NR2E3 ag-1: -5; Vif inh: -9; CF NFkB inh: 2; PDI inh: 2; HIF-2a inh: 1; NR2E3 ag-2: 16; CaV13 FRET inh: -10

What do the screens show for `N#CC1=C(N)NC(SCc2ccc(Cl)cc2)=C(C#N)C12CCCCC2`?
Peg3 prom inh: 33; KKLEB cytotox: -3; Shn3 3UTR inh: 14; TRPM1 prom inh: -9; NR2E3 ag-1: -2; Vif inh: -2; CF NFkB inh: -16; PDI inh: 3; HIF-2a inh: 12; NR2E3 ag-2: 16

How did Cc1ccc(O)c(-n2nc3ccccc3n2)c1 do in these assays?
Peg3 prom inh: -283; KKLEB cytotox: -1; Shn3 3UTR inh: -43; TRPM1 prom inh: -78; NR2E3 ag-1: -4; Vif inh: 3; CF NFkB inh: 7; PDI inh: 4; HIF-2a inh: -140; NR2E3 ag-2: -15; CaV13 FRET inh: -5

Results for COCCCNC(=O)c1ccc(CS(=O)(=O)Cc2cccc(C)c2)o1 ?
Peg3 prom inh: 16; KKLEB cytotox: 1; Shn3 3UTR inh: 4; TRPM1 prom inh: -9; NR2E3 ag-1: -5; Vif inh: -15; CF NFkB inh: 20; PDI inh: -11; HIF-2a inh: 1; NR2E3 ag-2: -12; CaV13 FRET inh: -9

What do the screens show for `Fc1ccc(-c2cc(C(F)(F)F)n3ncnc3n2)cc1`?
Peg3 prom inh: -12; KKLEB cytotox: 4; Shn3 3UTR inh: 0; TRPM1 prom inh: 7; NR2E3 ag-1: 4; Vif inh: 1; CF NFkB inh: -18; PDI inh: -3; HIF-2a inh: -9; NR2E3 ag-2: -10; CaV13 FRET inh: -18

Results for C[C@H](CO)N1C[C@H](C)[C@@H](CN(C)C(=O)Nc2ccc(C(F)(F)F)cc2)Oc2ccc(NC(=O)C3CCCCC3)cc2C1=O ?
Peg3 prom inh: 7; KKLEB cytotox: 3; Shn3 3UTR inh: 7; TRPM1 prom inh: 10; CF NFkB inh: -13; PDI inh: 3; HIF-2a inh: 12; NR2E3 ag-2: -24; CaV13 FRET inh: -9

How did NS(=O)(=O)c1ccc(CCNC(=O)CSc2nc3ccsc3c(=O)n2CCCCC(=O)O)cc1 do in these assays?
Peg3 prom inh: 16; KKLEB cytotox: 10; Shn3 3UTR inh: -5; TRPM1 prom inh: -7; NR2E3 ag-1: -1; Vif inh: -2; CF NFkB inh: 13; PDI inh: -4; HIF-2a inh: 12; NR2E3 ag-2: -12; CaV13 FRET inh: -5

Overlap with the part before: 2 compounds, then new ones.
Results for C[C@H](CO)N1C[C@H](C)[C@@H](CN(C)C(=O)Nc2ccc(C(F)(F)F)cc2)Oc2ccc(NC(=O)C3CCCCC3)cc2C1=O ?
Peg3 prom inh: 7; KKLEB cytotox: 3; Shn3 3UTR inh: 7; TRPM1 prom inh: 10; CF NFkB inh: -13; PDI inh: 3; HIF-2a inh: 12; NR2E3 ag-2: -24; CaV13 FRET inh: -9

How did NS(=O)(=O)c1ccc(CCNC(=O)CSc2nc3ccsc3c(=O)n2CCCCC(=O)O)cc1 do in these assays?
Peg3 prom inh: 16; KKLEB cytotox: 10; Shn3 3UTR inh: -5; TRPM1 prom inh: -7; NR2E3 ag-1: -1; Vif inh: -2; CF NFkB inh: 13; PDI inh: -4; HIF-2a inh: 12; NR2E3 ag-2: -12; CaV13 FRET inh: -5

How did COc1ccc(CCNC(=O)/C(C#N)=C/c2cccc(OCc3ccccc3)c2)cc1OC do in these assays?
Peg3 prom inh: 20; KKLEB cytotox: -14; Shn3 3UTR inh: 2; TRPM1 prom inh: -21; NR2E3 ag-1: 1; Vif inh: 0; CF NFkB inh: -12; PDI inh: 5; HIF-2a inh: -2; NR2E3 ag-2: -25; CaV13 FRET inh: -5

Results for COc1cccc(-c2nnc(NC(=O)CCS(=O)(=O)c3ccc(F)cc3)o2)c1 ?
Peg3 prom inh: -11; KKLEB cytotox: -1; Shn3 3UTR inh: -27; Vif inh: -3; CF NFkB inh: 37; PDI inh: -1; HIF-2a inh: -3; NR2E3 ag-2: -7; CaV13 FRET inh: -11

What do the screens show for `NC(=O)c1ccsc1NC(=O)c1ccco1`?
Peg3 prom inh: -95; KKLEB cytotox: -12; Shn3 3UTR inh: -16; TRPM1 prom inh: -29; NR2E3 ag-1: -2; Vif inh: 11; CF NFkB inh: -1; PDI inh: -2; HIF-2a inh: -108; NR2E3 ag-2: -36; CaV13 FRET inh: -5

How did Cc1c(Cl)c([N+](=O)[O-])nn1CCCC(=O)O do in these assays?
Peg3 prom inh: 7; KKLEB cytotox: 2; Shn3 3UTR inh: -6; TRPM1 prom inh: -3; NR2E3 ag-1: 5; Vif inh: -4; CF NFkB inh: 6; PDI inh: 6; HIF-2a inh: 19; NR2E3 ag-2: -20; CaV13 FRET inh: -5

How did O=C(/C=C/c1ccc(Cl)cc1)NCCSc1ccccc1 do in these assays?
Peg3 prom inh: -47; KKLEB cytotox: 5; Shn3 3UTR inh: -5; TRPM1 prom inh: -7; NR2E3 ag-1: -3; Vif inh: 5; CF NFkB inh: -6; PDI inh: -4; HIF-2a inh: -56; NR2E3 ag-2: -36; CaV13 FRET inh: -5

Results for O=C(NCc1ccc(F)cc1)c1cnc(Cl)c(Cl)c1 ?
Peg3 prom inh: -21; KKLEB cytotox: 24; Shn3 3UTR inh: -16; TRPM1 prom inh: -41; NR2E3 ag-1: 1; Vif inh: 10; CF NFkB inh: -13; PDI inh: 10; HIF-2a inh: -10; NR2E3 ag-2: -30; CaV13 FRET inh: -4

What do the screens show for `C/C(=N\Nc1ccc(C(=O)O)cc1)c1ccc(Br)cc1`?
Peg3 prom inh: 14; KKLEB cytotox: -1; Shn3 3UTR inh: 21; TRPM1 prom inh: 30; NR2E3 ag-1: 0; Vif inh: 14; CF NFkB inh: 16; PDI inh: -2; HIF-2a inh: -4; NR2E3 ag-2: -161; CaV13 FRET inh: -6

What do the screens show for `Cc1ccc2nc(SCC(=O)c3ccc(O)cc3O)[nH]c2c1`?
Peg3 prom inh: -230; KKLEB cytotox: 2; TRPM1 prom inh: -53; NR2E3 ag-1: 4; Vif inh: -2; CF NFkB inh: 6; PDI inh: 4; HIF-2a inh: -249; NR2E3 ag-2: -186; CaV13 FRET inh: -9

How did Cc1c(NC(=O)CSCc2ccco2)c(=O)n(-c2ccccc2)n1C do in these assays?
Peg3 prom inh: -7; KKLEB cytotox: 0; Shn3 3UTR inh: -12; TRPM1 prom inh: 9; NR2E3 ag-1: 3; Vif inh: 21; CF NFkB inh: -12; PDI inh: 7; HIF-2a inh: 11; NR2E3 ag-2: -22; CaV13 FRET inh: -3

How did COc1ccc(Br)c(Cn2c(C)c(C(=O)N(C)Cc3ccc(F)cc3)sc2=O)c1 do in these assays?
Peg3 prom inh: 20; KKLEB cytotox: -20; Shn3 3UTR inh: 21; Vif inh: -5; CF NFkB inh: 18; PDI inh: 3; HIF-2a inh: 9; NR2E3 ag-2: 6; CaV13 FRET inh: -12

How did Cc1ccc(-c2cc(C(=O)NCc3cnn(C)c3)c3cc(Br)ccc3n2)cc1 do in these assays?
Peg3 prom inh: -37; KKLEB cytotox: -49; Shn3 3UTR inh: 43; TRPM1 prom inh: -10; NR2E3 ag-1: inactive; Vif inh: -6; CF NFkB inh: 24; PDI inh: 0; HIF-2a inh: -67; NR2E3 ag-2: -22; CaV13 FRET inh: -8
